CCT chaperon mod = changes cytosolic chaperonin activity; purified chaperonin ATPase assay, HTRF ADP detection, 30 min; activity change, % (concentration not given with the values), hits read low; 360,000 compounds, 0.3% hits; in the data active = activity change below about -30%; also: % is scaled to controls: 0 for no effect and ±100 for the full control effect
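TRiC at 40 or 20 nM final (batch-dependent) in 30 mM Tris pH 7.4, 100 mM KCl, 5 mM MgCl2, 1 mM DTT, with compound at single 76 uM and 10 uM ATP, 30 min at 37 deg C. ADP detected by HTRF Transcreener, 665/615 ratio.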
pAkt inh = Akt phosphorylation inhibition; Neuro2A IGF-stimulated pAkt S473 HTRF, 20 min; active compounds read low; 360,000 compounds, 0.32% hits; activity change, % for hits at 50 µM; in the data active = activity change below about -80%; inconclusive = mostly about -51% to -80%; also: % is scaled to controls: 0 for no effect and ±100 for the full control effect
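Neuro2A cells (4,500/well, DMEM with 0.5% FBS) were treated with compound at a single 50 µM final concentration, stimulated with 6 nM IGF for 20 min at 37 °C, and lysed. Phospho-Akt Ser473 was read by HTRF as 665/615 ratio ×10^4.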
EPAC2 agonist = activates human EPAC2 exchange factor. Q8WZA2. EPAC2 activation, biochemical qHTS; response scale: 100% = 6.5 mM cAMP response. Potency, µM (series often up to 154 µM), without a hit: at the highest dose activation, usual class: activators. 360,000 compounds, 0.079% hits. AID 720711; also: potency is read from the fitted curve at half-maximal effect; nearly all actives have a fitted effect of over 50% in size
Target sequence (Q8WZA2 whole entry, looked up): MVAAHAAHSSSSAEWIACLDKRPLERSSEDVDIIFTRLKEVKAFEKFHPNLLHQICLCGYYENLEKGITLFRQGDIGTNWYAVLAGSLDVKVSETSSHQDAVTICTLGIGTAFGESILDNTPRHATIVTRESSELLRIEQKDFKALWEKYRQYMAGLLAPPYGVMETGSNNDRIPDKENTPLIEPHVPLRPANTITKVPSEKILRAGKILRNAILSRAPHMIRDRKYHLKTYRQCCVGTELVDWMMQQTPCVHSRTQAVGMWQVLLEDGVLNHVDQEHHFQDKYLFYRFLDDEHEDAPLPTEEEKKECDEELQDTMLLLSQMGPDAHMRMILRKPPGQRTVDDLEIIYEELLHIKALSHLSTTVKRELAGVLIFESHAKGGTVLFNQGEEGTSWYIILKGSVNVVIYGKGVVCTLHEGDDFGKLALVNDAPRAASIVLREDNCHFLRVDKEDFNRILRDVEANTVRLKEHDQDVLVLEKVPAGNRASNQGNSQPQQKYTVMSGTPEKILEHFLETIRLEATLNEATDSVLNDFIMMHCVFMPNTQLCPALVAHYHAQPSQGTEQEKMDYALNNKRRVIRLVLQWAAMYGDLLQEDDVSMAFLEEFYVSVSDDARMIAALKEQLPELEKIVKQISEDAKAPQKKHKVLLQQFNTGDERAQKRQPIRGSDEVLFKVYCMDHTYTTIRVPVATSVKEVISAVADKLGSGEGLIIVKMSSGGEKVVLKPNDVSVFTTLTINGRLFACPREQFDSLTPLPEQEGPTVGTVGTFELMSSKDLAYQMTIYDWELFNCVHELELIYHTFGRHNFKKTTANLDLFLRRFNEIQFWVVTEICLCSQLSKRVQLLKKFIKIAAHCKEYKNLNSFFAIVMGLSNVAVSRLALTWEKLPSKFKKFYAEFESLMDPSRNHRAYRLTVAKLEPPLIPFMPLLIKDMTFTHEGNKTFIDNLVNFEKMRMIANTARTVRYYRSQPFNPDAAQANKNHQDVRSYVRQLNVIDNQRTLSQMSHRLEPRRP
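qHTS, titration series. 100 nM EPAC2 / 250 nM Rap1B-BODIPY-GDP / 50 uM GDP; RT; ex 480/em 540 nm, 5-min reads to 30 min. Norm. to 6.5 mM cAMP = activation.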
PTHR1 agonist = agonists of human PTHR1 parathyroid hormone receptor. 410,000 compounds, 0.075% hits. HEK293 GP2 PTHR1 cells, GloSensor cAMP luminescence, 1 h. Potency, µM (top dose mostly 115 µM), for inactives: at the top dose activation, usual class: activators. Q03431; also: potency is read from the fitted curve at half-maximal effect; nearly all actives have a fitted effect of over 55% in size; some results filed as inactive show a strong effect at the top dose; inactives centre near -15; many of its hits are not listed in these tables
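HEK-293-derived GP2 cells expressing PTHR1 and a GloSensor cAMP reporter, 3,000/well, plated overnight, given luciferin plus IBMX (each 0.5 mM as added) for 1 h at 37 °C, then compound for 1 h at 37 °C. Luminescence was read after 15 min at room temperature.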
DRD3 agonist = agonists of human D3 dopamine receptor | D3R DiscoveRx beta-arrestin cells, luminescence, 90 min | 410,000 compounds, 0.58% hits | P35462 | max activation, %; in the data active = max activation above about 30%; also: 0% is about no effect; mostly tested at two doses, the higher about 12 µM
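Agonist-mode cell screen: cells plated at 1500/well and incubated overnight at 37 °C, then exposed to library compounds for 90 min at 37 °C. Detection reagent was added for 30–60 min at room temperature, and luminescence was read.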
MmCpn inh = M. maripaludis TRiC chaperonin inhibition; purified Mm-Cpn ATPase, ADP Transcreener TR-FRET; Potency, µM (highest dose often 76.9 µM), without a hit: top-dose activity, negative = inhibition, hits mostly inhibitors; 330,000 compounds, 0.031% hits; AID 504842; also: potency is read from the fitted curve at half-maximal effect; % is scaled to controls: 0 for no effect and ±100 for the full control effect; nearly all actives have a fitted effect of over 80% in size
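ATPase turnover read by TR-FRET ADP competition (Eu cryptate antibody/ADP-d2, 665/590 nm): 10uM ATP final, 25nM Mm-CPN final, 30 min 37degC after 10-min compound preincubation, pH 7.4 Tris/KCl/MgCl2/DTT buffer.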
EPAC2 antagonist = EPAC2 (human) antagonism. Q8WZA2. EPAC2 GEF exchange of Rap1B-BODIPY-GDP, fluorescence. Potency, µM (titrated, usually from 114 µM), inactives show top-dose activity, negative = inhibition, hits mostly inhibitors. 360,000 compounds, 0.18% hits. AID 720708; also: potency is read from the fitted curve at half-maximal effect; % is scaled to controls: 0 for no effect and ±100 for the full control effect; nearly all actives have a fitted effect of over 45% in size; many of its hits are not listed in these tables
D3 antag = D3 dopamine receptor (human) antagonism | D3R cells, DiscoveRx beta-arrestin luminescence, antagonist mode; active compounds read low | max response, negative = inhibition, % | AID 652054 | P35462 | 360,000 compounds, 2.5% hits; in the data active = max response below about -50%; inconclusive = no clear call, values can overlap the other calls; also: % is scaled to controls: 0 for no effect and ±100 for the full control effect; mostly tested at two doses, the higher about 12 µM
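Cells expressing the human receptor were seeded at 1500 cells/well, incubated overnight at 37 degrees C in 5% CO2, then exposed to library compounds with dopamine controls for 90 minutes at 37 degrees C before luminescent detection.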
Starred values were filed as active, the others as inactive; i = inactive; u = inconclusive; x = not tested or not shown; & = joins results of further samples; [ ] = another dose, or the depositor's remark. Unless noted, calls follow the shape of the dose curve; as a rule, active = well fitted curve in the direction sought with a large enough effect; inconclusive = small, poorly fitted or top-dose-only effect, or another doubt; inactive = no such curve, though single readings can be large; an effect the other way counts as inactive or inconclusive.

SMILES	CCT chaperon mod	pAkt inh	EPAC2 agonist	PTHR1 agonist	DRD3 agonist	MmCpn inh	EPAC2 antagonist	D3 antag
O=C(CSc1nnc(-c2cccnc2)n1Cc1ccco1)c1ccc(Br)cc1	1.8	x	0%	-34%[inhibitor]	-2	0%	-10%	8
CCC[C@H](CN[C@@H](CNC)[C@H](C)O)NCCc1ccc(OC)cc1	-1.3	i	11%	-9%	-10	-1%	5%	-22
Cc1ccc(NNC2CC(=O)N(c3cccc(Cl)c3)C2=O)cc1 (stereo not given)	-1.9	i	7%	-14%	1	-1%	-8%	-23
CCCC(=O)Nc1sc2c(c1C#N)CCCCC2	-3.7	i	1%	u	-16	0%	-5%	33
CN(Cc1ccco1)C(=O)C1CCCN(c2ncnc3c2nc2n3CCCCC2)C1 (stereo not given)	1.7	x	6%	-16%	0	2%	-2%	-1
COc1cc(/C=c2\sc3nc(=O)c(-c4ccccc4)nn3c2=O)ccc1OCCC(C)C	-2.4	i	-9%	-25%	11	-7%	6%	8
CCCCNC(=O)C1(C)CCC(=O)N1CCCn1ccnc1 (stereo not given)	-1.7	i	8%	-12%	1	x	-7%	11
O=C(NCc1ccco1)c1cccc(-c2nnc(-c3ccccc3)o2)c1	-3.8	i	5%	-80%[inhibitor][57.5 µM]	8	3%	5%	8
OCCN1CCN(c2nnc(-c3ccccc3)c3ccccc23)CC1	-1.7	i	13%	i	-4	-1%	-7%	-4
Cc1ccccc1N(CC(=O)NCC1CCCO1)C(=O)CNS(=O)(=O)c1ccc(F)cc1 (stereo not given)	-0.3	i	3%	i	-1	2%	-8%	2
Oc1ccc(-c2nnc(Nc3cccc(O)c3)c3ccccc23)cc1	-2.2	i	6%	i	2	-1%	2%	-16
COc1ccc(OC)c(S(=O)(=O)NC(C)CCc2ccccc2)c1 (stereo not given)	0.7	i	8%	-49%[inhibitor]	-5	-4%	-14%	3
NC(=O)CC(NC(=O)c1cccc(Br)c1)c1ccc(NC2CCN(Cc3ccccc3)CC2)c([N+](=O)[O-])c1 (stereo not given)	-0.8	i	5%	i	-1	0%	4%	2
Cc1nn(-c2ccccc2)c2sc(C(=O)N(Cc3ccco3)C(C)C(=O)NC(C)(C)C)cc12 (stereo not given)	1.0	i	-28%	i	7	0%	22%	u
Cc1nc2nc[nH]n2c(=O)c1CCOC(=O)c1ccccc1F	-3.2	i	6%	i	16	-1%	5%	-17
OCC1(CCOc2ccccc2)CCN(Cc2ccc3c(c2)OCCO3)CC1	0.8	i	2%	4%	-17	1%	0%	-3
Cc1ccc(-c2csc(C(O)c3ccccc3)n2)cc1C (stereo not given)	0.1	i	9%	-6%	0	x	-21%	8
O=C1CCC[C@@H]2[C@@H](Cc3ccccc3)[C@H](N3CCN(c4ccccc4)CC3)C[C@@H]3CCN1[C@@H]32	1.9	i	13%	-24%	-20	x	-21%	0
CCOc1ccc(OCC)c(S(=O)(=O)NCc2ccccc2)c1	-2.3	i	6%	i	-7	-4%	-4%	-17
O=C(CSc1nnc(-c2ccncc2)o1)Nc1cccc(F)c1	-2.8	i	4%	-15%	7	0%	-1%	14

Record cards, as listed above. Values in the order: CCT chaperon mod	pAkt inh	EPAC2 agonist	PTHR1 agonist	DRD3 agonist	MmCpn inh	EPAC2 antagonist	D3 antag
Oc1ccc(-c2nnc(Nc3cccc(O)c3)c3ccccc23)cc1 in the list: -2.2	i	6%	i	2	-1%	2%	-16
O=C(CSc1nnc(-c2ccncc2)o1)Nc1cccc(F)c1 in the list: -2.8	i	4%	-15%	7	0%	-1%	14

(next part)
SMILES	CCT chaperon mod	pAkt inh	EPAC2 agonist	PTHR1 agonist	DRD3 agonist	MmCpn inh	EPAC2 antagonist	D3 antag
CCOCCCNC(=O)Cc1ccc(-n2c(CC)nc3cccnc32)cc1	0.5	i	4%	i	4	1%	-10%	5
COc1ccc(NC(=O)COC(C)=O)cc1OC	-2.1	i	1%	-19%	-9	2%	23%	4
COc1ccc(Nc2oc(-c3ccco3)nc2S(=O)(=O)c2ccc(F)cc2)cc1	0.0	i	25%	-17%	0	-4%	-5%[57.1 µM]	-3
CC1CCN(C(c2ccccc2)c2nnnn2C(C)(C)C)CC1 (stereo not given)	-1.2	i	4%	-2%	-2	1%	0%	-5
c1cncc(CNc2ncn[nH]2)c1	-2.6	i	-2%	i	1	0%	0%	5
O=C(Nc1ccc(S(=O)(=O)Nc2nccs2)cc1)c1c(F)c(F)c(F)c(F)c1F	0.8	i	3%	-11%	-13	-6%	1%	26
Cc1cc(C)nc(Nc2n[nH]c(-c3cccc4ccccc34)n2)n1	1.4	i	9%	i	2	1%	-4%	27
N#C/C(=C\c1ccccc1C(F)(F)F)C(=O)Nc1ccccc1F	-0.8	i	0%	-47%[inhibitor]	1	0%	-7%	7
Cc1cc2oc(C(=O)N(Cc3ccc(N(C)C)cc3)CC3CCCO3)c(C)c2cc1C (stereo not given)	0.3	x	4%	-24%	-5&0	-2%	-21%	49
COc1cc(C2c3cc4c(cc3OC(N3CCOCC3)C2C)OCO4)cc(OC)c1OC(C)=O (stereo not given)	-0.7	i	9%	-28%	-7	x	-2%	4

Of the compounds above, two have a thiophene ring, fused or not.
SMILES	CCT chaperon mod	pAkt inh	EPAC2 agonist	PTHR1 agonist	DRD3 agonist	MmCpn inh	EPAC2 antagonist	D3 antag
CCCC(=O)Nc1sc2c(c1C#N)CCCCC2	-3.7	i	1%	u	-16	0%	-5%	33
Cc1nn(-c2ccccc2)c2sc(C(=O)N(Cc3ccco3)C(C)C(=O)NC(C)(C)C)cc12 (stereo not given)	1.0	i	-28%	i	7	0%	22%	u

The listing continues.
SMILES	CCT chaperon mod	pAkt inh	EPAC2 agonist	PTHR1 agonist	DRD3 agonist	MmCpn inh	EPAC2 antagonist	D3 antag
CCC(CC)c1nnc(NC(=O)c2cc(-c3ccccc3)nc3ccccc23)s1	-0.2	i	5%	i	-1	0%	8%	5
COc1cccc(CNC(=O)C2CCN(S(=O)(=O)c3ccc(C)cc3)CC2)c1	-0.9	i	11%	i	8	1%	-10%	27
COc1ccccc1NC(=O)Nc1nc(C(N)Cc2ccc(C(F)(F)F)cc2)cs1 (stereo not given)	-1.5	i	-13%	i	4	x	-21%	15
COc1cccc(NC(=O)Cn2c3ccc(F)cc3c3nc4n(c(=O)c32)CCS4)c1	-1.0	i	4%	-14%	-2	-25%	10%	11
CCn1ccc(C(=O)Nc2ncc(C)s2)n1	0.5	i	3%	-17%	10	0%	-6%	1
CCOc1ccc(C(=O)NCCN(C)C)cc1	0.2	i	0%	i	-5	1%	3%	u
Cc1csc(/C(C#N)=N/O)n1	-1.3	x	8%	-2%[57.5 µM]	0	-6%	1%	9
Cc1ccc(S(=O)(=O)N2CCCCC2C(=O)O)cc1 (stereo not given)	0.8	i	0%	-46%[inhibitor]	-2	-3%	u	-5
COc1ccc(C(=O)CNC2=NCCC2)cc1	-2.2	i	4%	0%	-13	-2%	15%	-2
COc1ccccc1-c1cc(C(=O)N/N=C/c2cccs2)c2ccccc2n1	-1.4	i	10%	i	-31	-5%	-6%	-78*
Cc1c(C(c2cccc([N+](=O)[O-])c2O)c2c(C)n(C)n(-c3ccccc3)c2=O)c(=O)n(-c2ccccc2)n1C	0.1	i	-1%	i	-8	0%	6%	-23
C/C(=N\NC(=O)c1c(Cl)cnn1C)c1ccc(NC(=O)c2ccncc2)cc1	-3.2	i	9%	-16%	-16	-1%	0%	3
CN1OC[C@@H]2CN(C(=O)C(C)(C)C)[C@H](c3cccc(Br)c3)C[C@@H]21	-1.7	i	8%	i	12	x	11%	0
Cn1nc(CC(=O)NC2CCCCCC2)c2ccccc2c1=O	-0.4	i	21%	-33%[inhibitor]	0	3%	0%	18
COc1cccc(C2N(c3ccc(Cl)cc3)C(=O)C3CCCN32)c1 (stereo not given)	-0.7	i	11%	-13%	0	-1%	-14%	9
COc1cc(OC)cc(C(=O)Nc2nc(-c3ccccc3)c(-c3ccccc3)o2)c1	-1.2	i	1%	-3%	-24	-2%	2%	-25
CC(C)(Oc1ccc(Cl)cc1)C(=O)NCCCn1ccnc1	-1.4	i	6%	i	-7	0%	-1%	3
Cc1cc(N2CCCCC2)nc(N2CCCCC2)n1	0.2	i	0%	i	-4	-6%	-1%	u
CCCCn1c(-c2csc(C(C)C)c2)n[nH]c1=S	0.2	i	-1%	i	-7	1%	-8%	-15
CC1(C)CC(=O)C=C(NCCN2CCN(C(=S)Nc3ccccc3)CC2)C1	-1.0	i	3%	-9%	-1	-1%	7%	-8
CN(C(=O)CSc1nnc(C(F)(F)F)n1C)c1c(N)n(Cc2ccccc2)c(=O)[nH]c1=O	0.3	i	14%	i	-2	x	3%	-9
Cc1cc(C)c2nc(NC(=O)c3cc(C)on3)sc2c1	-0.9	i	5%	-6%[57.5 µM]	-5	-8%	21%	41
CCOC(=O)CCc1c(C)c(C#N)c2nc3ccccc3n2c1-n1ccnc1C	-1.1	x	6%	i	-4	1%	-2%	19
N#CCCN(C(=O)COC(=O)C1=NNC(=O)CC1)c1ccccc1	0.6	i	5%	i	-2	0%	-3%	-4
NCC(=O)NCC(=O)NC1(C(=O)O)CCCC1	1.0	i	1%	i	8	x	23%	19
COc1cc(S(=O)(=O)N2CCN(c3ccccc3F)CC2)ccc1Cl	-1.9	i	14%	-15%	1	1%	6%	1
COc1ccc(Nc2nc(N3CCOCC3)nc(N3CCOCC3)n2)cc1Cl	-8.5	i	-2%	i	7	0%	-4%	3
Cc1cc(NC(=O)CCOc2ccccc2)no1	-2.6	i	4%	i	-1	-1%	1%	0
Cc1cc(C)nc(N2CCC(C(=O)NCc3cccs3)CC2)n1	-4.0	i	3%	i	5	2%	-3%	-6
CC1(C)C2([N+](=O)[O-])CN3CC1([N+](=O)[O-])CN(C2)C31CCCC1	-0.9	i	3%	u	-32	2%	2%	12
COc1cc(NC(=O)c2cc(OC)c(OC)c(OC)c2)c2ncccc2c1	-9.5	i	-7%	-9%	17	x	2%	82
COC(=O)C1=CN(c2ccc(OC)cc2)C(N)=C(C#N)C1c1ccc(OC)cc1 (stereo not given)	x	i	14%	-2%	0	x	-24%	-7
COc1ccc(C(=O)OCC(=O)NCc2ccco2)cc1OC	-1.0	i	1%	i	-4	0%	7%	26
CCCCC(=O)Nc1ccc(C(=O)NNC(=O)CCc2ccccc2)cc1	0.1	i	4%	-24%[57.5 µM]	-4	-4%	-2%	10

Source: PubChem (National Center for Advancing Translational Sciences (NCATS))

Some of the compounds tested; rates above refer to the full screens.
